Screens from PubChem BioAssay.
ERG Ets-DNA blk = qHTS for Small Molecule Inhibitors of the ERG Ets/DNA interaction | Transcriptional regulator ERG (Homo sapiens), P11308 | fluorescence polarization, His-ERG Ets domain / labelled DNA | Potency, µM (top dose mostly 76.9 µM), for inactives: at the top dose FP activity, negative = inhibition, usual class: inhibitors | 370,000 tested, 0.028% active | AID 624246, 2012; active = well fitted inhibition curve with a large enough effect in the polarisation, with a control signal flat; inconclusive = small, poorly fitted or top-dose-only effect, or effect the other way, or a change in a side signal; inactive = no such curve, though single readings can be large or run the other way; the % refers to the polarisation;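 note: polarization taken with two DNA probes labelled with fluorescein and Texas red; potency is the fitted concentration of half-maximal effect; % of control where 0% means no effect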
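His-tagged ERG Ets domain (1 uM in the protein solution; 300mM KCl, 50mM Tris-HCl, 1mM EDTA, 1mM DTT, pH 7.5) received compound, then a probe mix of 5 nM fluorescein-DNA and 100nM Texas-615-DNA. Fluorescence polarization was read for both dyes.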
GLS inh = qHTS for Inhibitors of Glutaminase (GLS); Glutaminase kidney isoform, mitochondrial (Homo sapiens), O94925; GLS enzymatic activity, qHTS titration; Potency, µM (highest dose often 45.5 µM), without a hit: top-dose activity change, negative = inhibition, hits mostly inhibitors; 410,000 tested, 0.21% active; note: potency is the fitted concentration of half-maximal effect; % is set by controls: 0 for no effect and ±100 for the full control effect
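Read-out is an Amplex red fluorescence increase coupled through glutamate oxidase and HRP, measured before and after 30 min room-temperature incubation. hKGA is in 45 mM KH2PO4 (pH 8.2) with 0.02% Tween-20; glutamine added as 1mM solution.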
PI4K2A block = qHTS for small molecular inhibitors of PI4K2A. Phosphatidylinositol 4-kinase type 2-alpha (Homo sapiens), Q9BTU6. purified PI4K2A, ADP-Glo luminescence, 1 h; active compounds read low. activity change, negative = inhibition, % at 76.9 µM. 420,000 tested, 0.13% active. AID 1346378, 2018; in the data active = activity change below about -50%; inconclusive = mostly about -30% to -49%;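 note: -100% = wells without enzyme as full effect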
Target sequence (Q9BTU6 whole entry, looked up): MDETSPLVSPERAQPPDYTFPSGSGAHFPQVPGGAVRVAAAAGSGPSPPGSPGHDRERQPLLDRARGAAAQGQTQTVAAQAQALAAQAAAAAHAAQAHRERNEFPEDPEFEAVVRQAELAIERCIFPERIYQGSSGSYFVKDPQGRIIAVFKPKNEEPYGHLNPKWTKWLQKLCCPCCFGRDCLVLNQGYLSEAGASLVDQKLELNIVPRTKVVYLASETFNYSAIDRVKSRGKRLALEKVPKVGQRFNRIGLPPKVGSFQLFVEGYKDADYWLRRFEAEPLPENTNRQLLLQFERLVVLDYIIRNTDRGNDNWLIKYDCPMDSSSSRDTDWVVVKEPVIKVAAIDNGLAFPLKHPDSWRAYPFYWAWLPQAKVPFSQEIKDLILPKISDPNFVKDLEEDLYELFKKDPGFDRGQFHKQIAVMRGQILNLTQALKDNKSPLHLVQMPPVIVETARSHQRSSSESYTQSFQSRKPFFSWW
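PI4K2A activity was measured by ADP-Glo luminescence: enzyme (4 ug/mL stock) and phosphatidylinositol (1.2 mM stock) in Tris pH 7.5/MgCl2/EGTA/Triton X-100 buffer were reacted with ATP (300 microM stock) for one hour at ambient temperature.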
G9a inh = qHTS Assay for Inhibitors of Histone Lysine Methyltransferase G9a; Histone-lysine N-methyltransferase EHMT2 (Homo sapiens), Q96KQ7; G9a H3K9 monomethylation, AlphaScreen, 2 h; Potency, µM (doses to about 102 µM), for inactives: top-dose activity, negative = inhibition, hits mostly inhibitors; 350,000 tested, 8.8% active; AID 504332, 2011; note: potency is the fitted concentration of half-maximal effect; % is set by controls: 0 for no effect and ±100 for the full control effect; nearly all actives have a fitted effect of over 75% in size
Target sequence (Q96KQ7 913-1193 limits assumed): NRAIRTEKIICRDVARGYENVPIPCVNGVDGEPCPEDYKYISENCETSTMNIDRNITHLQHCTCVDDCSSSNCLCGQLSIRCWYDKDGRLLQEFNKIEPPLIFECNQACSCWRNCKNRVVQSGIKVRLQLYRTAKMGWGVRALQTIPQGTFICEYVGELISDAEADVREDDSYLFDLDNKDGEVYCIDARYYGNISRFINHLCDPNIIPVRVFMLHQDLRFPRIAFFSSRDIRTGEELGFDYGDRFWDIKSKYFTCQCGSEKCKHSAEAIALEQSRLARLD
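Chemiluminescent proximity detection of H3K9 monomethylation, read after 10 min bead incubation in the dark. Reaction: 20 nM G9a, 500 nM biotin-H3K9 peptide, 20 uM SAM cofactor, 2 h, room temperature, following 15 min enzyme-compound preincubation.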
BAZ2B inh = qHTS Assay for Inhibitors of BAZ2B; 360,000 tested, 4.4% active; Potency, µM (highest dose often 114 µM), for inactives: top-dose activity change, negative = inhibition, actives largely listed as inhibitors; AlphaScreen BAZ2B-H3K14Ac peptide displacement; Bromodomain adjacent to zinc finger domain protein 2B (Homo sapiens), Q9UIF8; note: potency is the fitted concentration of half-maximal effect; % is set by controls: 0 for no effect and ±100 for the full control effect; nearly all actives have a fitted effect of over 60% in size
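AlphaScreen displacement of biotin-H3(5-23)K14Ac peptide (50 nM final) from BAZ2B (50 nM final) in PBS pH 7.4, 0.01% Tween-20; complex preformed 30 min RT, then compounds (top 110 uM) 30 min RT, beads 20 min dark.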
Tb PGK inh = qHTS Assay to Find Inhibitors of Phosphoglycerate Kinase; Phosphoglycerate kinase, glycosomal (Trypanosoma brucei brucei), P07378; PGK/GAPDH coupled, Kinase-Glo luminescence, 60 min; Potency, µM (top dose mostly 57.5 µM), for inactives: at the top dose activity change, negative = inhibition, most hits filed as inhibitors; 380,000 tested, 0.043% active; note: potency is the fitted concentration of half-maximal effect; % is set by controls: 0 for no effect and ±100 for the full control effect; nearly all actives have a fitted effect of over 60% in size
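Recombinant glycosomal PGK reaction used 1,3-bisphosphoglycerate generated in-well by GAPDH (100nM final) in 100mM TEA pH 7.6, 5mM MgCl2, 0.01% Tween-20. After 60 minutes at room temperature, ATP was read by Kinase-Glo Plus luminescence end-point.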
JMJD2A Tudor = qHTS Assay for Inhibitors of JMJD2A-Tudor Domain. AID 504339, 2011. Potency, µM (series often up to 114 µM), without a hit: at the highest dose activity change, negative = inhibition, most hits filed as inhibitors. 390,000 tested, 4.4% active. AlphaScreen JMJD2A-Tudor / H3K4me3 peptide binding; note: potency is the fitted concentration of half-maximal effect; % is set by controls: 0 for no effect and ±100 for the full control effect; nearly all actives have a fitted effect of over 50% in size
Pin1 inh = qHTS Assay to Find Inhibitors of Pin1; Peptidyl-prolyl cis-trans isomerase NIMA-interacting 1 (Homo sapiens), Q13526; Pin1 FP peptide displacement, HiFluor488, 10 min; Potency, µM (top dose mostly 115 µM), inactives show at the top dose activity, negative = inhibition, actives largely listed as inhibitors; 390,000 tested, 0.009% active; AID 504891, 2011; active = well fitted inhibition curve with a large enough effect in the polarisation, with a control signal flat, not every such curve was filed as active; inconclusive = small, poorly fitted or top-dose-only effect, or effect the other way, or a change in a side signal; inactive = no such curve, though single readings can be large or run the other way; the % refers to the polarisation; note: potency is the fitted concentration of half-maximal effect; % is set by controls: 0 for no effect and ±100 for the full control effect
Target sequence (Q13526 whole entry, looked up): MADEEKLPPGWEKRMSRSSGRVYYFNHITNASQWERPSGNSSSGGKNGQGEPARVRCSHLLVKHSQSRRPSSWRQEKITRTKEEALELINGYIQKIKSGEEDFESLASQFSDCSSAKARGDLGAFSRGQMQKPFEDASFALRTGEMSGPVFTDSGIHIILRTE
HP1b chromo inh = HTS for Inhibitors of HP1-beta Chromodomain Interactions with Methylated Histone Tails | Chromobox protein homolog 1 (Homo sapiens), P83916 | AlphaScreen HP1-beta / biotin-H3K9me3 peptide binding | Potency, µM (top dose mostly 114 µM), for inactives: at the highest dose activity change, negative = inhibition, actives largely listed as inhibitors | 390,000 tested, 0.56% active | AID 540317, 2011; note: potency is the fitted concentration of half-maximal effect; nearly all actives have a fitted effect of over 70% in size; inactives centre near 23
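AlphaScreen: HP1-beta (50 nM) preformed 30 min with biotin-H3(1-18)K9me3 peptide (50 nM) in PBS pH 7.4, 0.01% Tween-20. Compound added for 30 min at RT, then streptavidin donor/nickel chelate acceptor beads (10 ug/mL) for 30 min.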
Active calls of the source: *; i = inactive; ? = inconclusive; · = not tested or not shown; [ ] = remark or other dose. Unless noted, calls come from the whole dose curve; as a rule, active = well fitted curve in the direction sought with a large enough effect; inconclusive = small, poorly fitted or top-dose-only effect, or another doubt; inactive = no such curve, though single readings can be large; an effect the other way counts as inactive or inconclusive.

The opening 2 entries, ahead of the listing:
SMILES	ERG Ets-DNA blk	GLS inh	PI4K2A block	G9a inh	BAZ2B inh	Tb PGK inh	JMJD2A Tudor	Pin1 inh	HP1b chromo inh
CCOC(=O)NC(=O)C(=CNc1cccc(C)c1)C(=O)NC(=O)OCC	3%	-11%	26	-1%[59 µM]	6%	-1%	7%	-8%	44%[activator]
S=C(NNc1cccc(Cl)c1)NC1CCCCC1	2%	?	-10	28µM*	35µM*	i	8.9µM*	-3%	?

Results, repeating the preview:
SMILES	ERG Ets-DNA blk	GLS inh	PI4K2A block	G9a inh	BAZ2B inh	Tb PGK inh	JMJD2A Tudor	Pin1 inh	HP1b chromo inh
CCOC(=O)NC(=O)C(=CNc1cccc(C)c1)C(=O)NC(=O)OCC	3%	-11%	26	-1%[59 µM]	6%	-1%	7%	-8%	44%[activator]
S=C(NNc1cccc(Cl)c1)NC1CCCCC1	2%	?	-10	28µM*	35µM*	i	8.9µM*	-3%	?
Cc1nc2ccc(Cc3ccc4nc(C)[nH]c4c3)cc2[nH]1	-3%	2%	-2	?	-2%	i	5%	0%	27%
Cc1ccc(/C=N/NC(=O)Cn2cncn2)cc1	-3%	2%	3	15%[59 µM]	-8%	9%	-10%	0%	3%
CN(Cc1ccco1)C(=O)CN1C(=O)NC2(CCCC2)C1=O	-1%	-12%	4	·	·	5%	-23%	-5%	-17%
O=C1c2ccccc2S(=O)(=O)N1CCOc1ccccc1	-4%	-5%	3	58%[activator]	14%	-9%	27%	0%	60%
CCC1CCCCN1CCCNC(=O)C1CCC(CNS(=O)(=O)c2c(C)cc(C)cc2C)CC1 (stereo not drawn)	-11%	-16%	-1	9%[0.0925 µM]	-5%	1%	-12%	-2%	33%
O=C(NCc1ccc(Cl)cc1Cl)c1ccccn1	2%	-6%	17	-24%	32%[activator]	-7%	5%	10%	24%
CCc1ccc(OCC(=O)NC(NC(=S)Nc2ccccc2)C(Cl)(Cl)Cl)cc1 (stereo not drawn)	19%	-5%	10	-10%[59 µM]	8%	i	-8%	-3%	13%
COc1cccc(OCCNc2cc(N3CCCCC3)ccc2[N+](=O)[O-])c1	-7%	-7%	-1	·	?	-1%	?	4%	-30%
COC(=O)CP(=O)(c1ccccc1)c1ccccc1	-8%	7%	-3	13%[12.7 µM]	9%	-6%	-7%	2%	4%
Cc1nc(SCC(=O)NC2CCCCC2C)nc(C)c1C (stereo not drawn)	-1%	1%	3	·	·	0%	-6%	2%	18%
CCOc1ccc(C(C)NC(=O)c2cccs2)cc1OCC (stereo not drawn)	3%	-1%	4	·	·	3%	-2%	0%	37%
CCC(=N\NC(=O)COc1ccccc1OC)/C(CC)=N/NC(=O)COc1ccccc1OC	15%	3%	-2	-22%[59 µM]	7%	6%	-11%	-6%	28%
Cc1cccc2c1-c1sc(C(=O)N3CCN(c4ccc(F)cc4)CC3)cc1CO2	0%	2%	2	15%[59 µM]	0%	11%	1%	18%	48%[activator]
O=C(Cn1cnc2c(NC(=O)OCc3ccccc3)ncnc21)NCCN1CCOCC1	-21%	-4%	-3	0%[0.501 µM]	-1%	-8%	-1%	-12%	42%[activator]
CS(=O)(=O)c1cnc(-c2ccccc2)nc1-c1ccc(Cl)c(Cl)c1	0%	0%	0	19%[12.7 µM]	1%	-5%	13%	-3%	18%
CC(=O)NC1=NN(C(C)=O)C(C)(c2cccs2)S1 (stereo not drawn)	10%	4%	-3	10%[59 µM]	-1%	-2%	-4%	-7%	8%
O=C(OCc1csc(Nc2ccccc2)n1)c1ccc(Cl)cc1	5%	-5%	-4	?	3%	i	-34%	31%[activator]	5%
COc1ccc(Cl)cc1NC(=O)CSC1=Nc2ccccc2C2=NC(CC(=O)NCc3cccs3)C(=O)N12 (stereo not drawn)	3%	16%	1	-32%[59 µM]	-7%	-2%	-21%	?	21%
CCc1ccccc1NC(=O)C1CCCN(c2nn3c(=O)cc(C)nc3s2)C1 (stereo not drawn)	2%	0%	-9	26%	-31%	-4%	-6%	9%	48%[activator]
CCOC(=O)c1ccc(NC(=O)NCCOCCn2c(=O)oc3ccccc32)cc1	1%	-2%	-1	-1%[59 µM]	-4%	i	-28%	-10%	6%
Cc1ccc(C)n1NC(=O)c1ccccc1O	-5%	-7%	?	·	?	-9%	-24%	1%	28%
O=C(Nc1nnc(CC2=CCCCC2)s1)Nc1ccccc1F	-4%	8%	-7	1%[12.7 µM]	-2%	5%	-1%	-1%	31%
CC(=O)c1ccc(N2CCN(C(=O)CCc3ccccc3)CC2)cc1	8%	2%	0	·	8%[0.457 µM]	-3%	-19%	4%	20%
CN1CCN(S(=O)(=O)c2cccc(S(=O)(=O)c3ccc(Cl)cc3)c2)CC1	-8%	3%	-2	-2%[59 µM]	-5%	i	-14%	-7%	10%
OC(C#CCCN1CCCCC1)(c1ccccc1)C1CCCCC1 (stereo not drawn)	1%	29%	-19	7%	1%	10%	-6%	2%	4%
N#CC1(NC(=O)COC(=O)c2cc(=O)[nH]c3ccccc23)CCCCC1	·	-2%	6	-32%	6%	0%	-14%	-8%	26%
N/C(=N\OC(=O)CCCOc1ccc(Cl)cc1Cl)c1ccncc1	-1%	-13%	2	20%[12.7 µM]	3%	-3%	0%	7%	47%[activator]
CCOc1ccc(NC(=O)CSc2ccc(-c3cccnc3)nn2)cc1	6%	0%	2	17%	-1%	i	-20%	-1%	21%
COC(=O)c1ccc(COc2cccnc2[N+](=O)[O-])cc1	-3%	2%	8	-7%	-22%	-4%	-9%	10%	25%[57 µM]
CCN(CC)c1ccc2cc(-c3nnc(Nc4ccc(C)cc4)s3)c(=O)oc2c1	0%	-3%	0	-3%[59 µM]	7%	0%	-6%	?	70%[activator]
O=C(c1ccc(C(=O)N2CCOCC2)nc1)N1CCOCC1	1%	8%	3	?	2%	-6%	40µM*	-3%	5%
O=C(C1COc2ccccc2O1)N1CCN(c2nc3c(F)cccc3s2)CC1 (stereo not drawn)	2%	-3%	2	-15%[59 µM]	-14%	-1%	-11%	9%	16%
COc1cc(C(=O)Nc2cccc(-c3nncn3C)c2)cc(OC)c1OC	-1%	0%	9	-30%[59 µM]	-1%	1%	-7%	6%	10%
CCC(=O)N1c2ccc(S(=O)(=O)CCC(=O)N3CCn4c3nc3ccccc34)cc2CC1C (stereo not drawn)	6%	-28%	-3	14%[0.501 µM]	0%	-3%	-5%	1%	25%
COc1ccc(CN2CCN(C(C)C)C(CCO)C2)cc1Cn1cccn1 (stereo not drawn)	-4%	-3%	1	·	6%	2%	?	-3%	17%
Oc1ccccc1Oc1ncc(Br)c(N2CCOCC2)n1	0%	14%	-21	-36%	-29%	13%	-20%	?	22%
CS(=O)(=O)Nc1ccc(C(=O)NCCSC2CCCCC2)cc1	17%	-2%	-1	32%[59 µM]	11%	-5%	3%	-3%	24%
O=S(=O)(c1cc(Br)c(Br)s1)N1CCN(c2ccccc2)CC1	-6%	-8%	2	-6%[59 µM]	5%	i	3%	7%	54%[activator]
CC1=NN(c2ccccc2)C(=O)C1C(=O)c1cc([N+](=O)[O-])cc([N+](=O)[O-])c1 (stereo not drawn)	4%	1%	-19	11µM*	?	5%	-22%	-4%	30%
O=C(CCCCCn1c(=O)[nH]c2ccsc2c1=O)N1CCN(C2CCCCC2)CC1	-4%	0%	11	-16%	7%	-3%	-4%	-2%	26%
CC(C)c1ccccc1NC(=O)COc1ccc(C(=O)NCCc2ccccc2)cc1	0%	-2%	-5	?	3%	4%	1%	38%[activator]	24%
CCOC(=O)C1NN=C(C(=O)c2ccccc2)C1c1ccc(Cl)cc1 (stereo not drawn)	-5%	-4%	8	-18%[59 µM]	-19%	-6%	-18%	15%	21%
CC1(C)CC(N2CCC(=O)N(C3CC(C)(C)NC(C)(C)C3)C2)CC(C)(C)N1	-4%	-10%	-1	-12%[59 µM]	·	-9%	-3%	-7%	20%
O=C(COC(=O)c1cc(Cl)nc(Cl)c1)NCc1ccc2c(c1)OCO2	4%	0%	0	·	·	-4%	-15%	0%	23%
COC(=O)c1[nH]c2cc(OC)ccc2c1NC(=O)CCN1CCSCC1	-4%	21%	0	0%	-12%[57.1 µM]	0%	1%	-4%	19%
O=C(Cn1cnc2ccccc21)N/N=C/c1cccc([N+](=O)[O-])c1	3%	5%	6	·	-5%	4%	-2%	8%	34%
CN1CCN(c2ccc(NC(=O)CN3CCOCC3)cc2F)CC1	11%	1%	5	1%	?	i	-7%	-5%	17%

Compounds were not picked by outcome; about 11% have a hit in one of these screens.
